Screening data from PubChem.
TRPV1 ag: human TRPV1 agonism. activation, % at 8.33 µM. 320,000 tested, 0.19% active. TRPV1-expressing cells, Fluo-8 calcium influx, agonist mode; in the data active = activation above about 80%; inconclusive = between about 30% and that limit; also: 0% is about no effect
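TRPV1-expressing cells were cultured overnight at 35.5C and loaded with Fluo-8 calcium dye for 40 to 90 min at room temperature. After a 10 s baseline, compound was added and calcium influx was read kinetically for 3 min (ex 480/em 520 nm).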
RORg inh: ROR gamma (mouse) transcription inhibition | Drosophila S2 Gal4-RORgamma UAS-luciferase reporter, 20 h | 310,000 tested, 5.4% active | Potency, µM (top dose mostly 53.6 µM), for the others: top-dose activity change, negative = inhibition, usual class: inhibitors | P51450 | AID 2551; also: potency is read from the fitted curve at half-maximal effect; % is scaled to controls: 0 for no effect and ±100 for the full control effect; nearly all actives have a fitted effect of over 60% in size
Target sequence (P51450 whole entry, looked up, the tested form may be a part): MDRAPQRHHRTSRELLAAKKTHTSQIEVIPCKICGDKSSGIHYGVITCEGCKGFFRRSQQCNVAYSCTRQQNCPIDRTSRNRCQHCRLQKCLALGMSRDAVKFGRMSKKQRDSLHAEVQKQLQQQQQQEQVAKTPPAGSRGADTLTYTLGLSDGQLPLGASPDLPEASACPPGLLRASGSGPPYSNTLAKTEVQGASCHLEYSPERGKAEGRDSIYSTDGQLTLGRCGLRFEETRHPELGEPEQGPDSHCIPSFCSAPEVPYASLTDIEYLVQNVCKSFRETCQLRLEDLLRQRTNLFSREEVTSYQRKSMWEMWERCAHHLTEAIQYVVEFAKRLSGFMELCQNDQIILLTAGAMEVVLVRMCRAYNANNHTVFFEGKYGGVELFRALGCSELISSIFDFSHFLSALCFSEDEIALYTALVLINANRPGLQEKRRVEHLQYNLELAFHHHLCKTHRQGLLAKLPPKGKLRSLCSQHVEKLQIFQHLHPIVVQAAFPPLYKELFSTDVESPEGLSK
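Drosophila Schneider cells stably carrying a metallothionein-driven Gal4 DBD–ROR gamma fusion and a UAS-Photinus luciferase reporter were exposed to compound for 1 hr, then induced with copper sulfate (700 uM final) for 20 hr at ambient temperature before luminescence reading.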
Rab9 promoter act: Rab9 promoter activation; Huh7 Rab9 promoter-luciferase reporter, luminescence, 24 h; Potency, µM (titrated, usually from 9.22 µM), inactives show top-dose activation, negative = inhibition, usual class: activators; 320,000 tested, 2.8% active; AID 485297; also: potency is read from the fitted curve at half-maximal effect; % of control where 0% means no effect; nearly all actives have a fitted effect of over 60% in size
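Huh7 cells stably carrying a Rab9 promoter-luciferase reporter, 1500 cells per well in OP-MEM I with 10% FBS, treated with compound 24 hours at 37C. Luciferase activity read by luminescence after 10 minutes with Amplite reagent.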
BRCA1 expr up: increases BRCA1 expression; MCF7-BRCA1-FFLuc reporter, luminescence, 48 h; response scale: scaled: vehicle 0%, 10 µM genistein 100%; Potency, µM (doses to about 46.1 µM), for the others: top-dose activation, usual class: activators; 380,000 tested, 1.1% active; AID 624202; also: potency is read from the fitted curve at half-maximal effect; nearly all actives have a fitted effect of over 80% in size; some results filed as inactive show a strong effect at the top dose
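First, MCF7-BRCA1-FFLuc cells (2000/well) attach for 2 h; next, compounds are pin-added and incubated 48 h at 37 °C; finally, luciferase reagent is added and luminescence read after 15 min.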
p53 reactivation: restores transcriptional activity of mutant p53. H1299 p53-A138V BP100-luciferase reporter, luminescence, 24 h. Potency, µM (series often up to 92.2 µM), without a hit: top-dose activity change, positive = activation, usual class: activators. 320,000 tested, 0.063% active. AID 504706; also: potency is read from the fitted curve at half-maximal effect; % of control where 0% means no effect; nearly all actives have a fitted effect of over 45% in size
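p53-null H1299 cells stably carrying temperature-sensitive p53-A138V and a BP100-luciferase reporter were pinned with compounds (4-point, 1:5 series) and held 24 hrs at 37 deg C. Luminescence was read 10 min after detection reagent.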
Tb PFK block: T. brucei PFK enzyme inhibition. O15648. T. brucei PFK, ADP-Glo luminescence. Potency, µM (top dose mostly 57.5 µM), for the others: at the highest dose activity, negative = inhibition, usual class: inhibitors. 330,000 tested, 0.17% active;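 also: potency is read from the fitted curve at half-maximal effect; 0% = uninhibited 1x PFK enzyme wells and -100% = no-enzyme wells; nearly all actives have a fitted effect of over 60% in size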
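1.25 nM PFK with 0.5 mM F6P and 0.1 mM ATP in 0.1 M TEA pH 8.0, 5 mM MgCl2, incubated 45 min at room temperature; ADP measured by ADP-Glo luminescence; compounds titrated up to 57 uM.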
Gal4-VP16 FLuc: Gal4-VP16 reporter inhibition counter-screen. Drosophila S2 Gal4-VP16 UAS-luciferase, luminescence, 20 h. Potency, µM (doses to about 53.6 µM), for the others: top-dose activity, negative = inhibition, most hits filed as inhibitors. 310,000 tested, 3.5% active;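 also: Gal4-VP16 expression switched on by copper sulfate through the metallothionein promoter; potency is read from the fitted curve at half-maximal effect; % is scaled to controls: 0 for no effect and ±100 for the full control effect; nearly all actives have a fitted effect of over 50% in size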
FLuc modulator: firefly luciferase modulation, counter-screen for miR-21 project; P08659; purified FLuc, Km substrates, luminescence inhibition; Potency, µM (highest dose often 57.5 µM), for the others: top-dose activity change, negative = inhibition, most hits filed as inhibitors; 360,000 tested, 6.9% active; AID 588342;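 also: potency is read from the fitted curve at half-maximal effect; plate controls were vehicle for no effect and reference inhibitor for full effect; nearly all actives have a fitted effect of over 55% in size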
Target sequence (P08659 whole entry, looked up): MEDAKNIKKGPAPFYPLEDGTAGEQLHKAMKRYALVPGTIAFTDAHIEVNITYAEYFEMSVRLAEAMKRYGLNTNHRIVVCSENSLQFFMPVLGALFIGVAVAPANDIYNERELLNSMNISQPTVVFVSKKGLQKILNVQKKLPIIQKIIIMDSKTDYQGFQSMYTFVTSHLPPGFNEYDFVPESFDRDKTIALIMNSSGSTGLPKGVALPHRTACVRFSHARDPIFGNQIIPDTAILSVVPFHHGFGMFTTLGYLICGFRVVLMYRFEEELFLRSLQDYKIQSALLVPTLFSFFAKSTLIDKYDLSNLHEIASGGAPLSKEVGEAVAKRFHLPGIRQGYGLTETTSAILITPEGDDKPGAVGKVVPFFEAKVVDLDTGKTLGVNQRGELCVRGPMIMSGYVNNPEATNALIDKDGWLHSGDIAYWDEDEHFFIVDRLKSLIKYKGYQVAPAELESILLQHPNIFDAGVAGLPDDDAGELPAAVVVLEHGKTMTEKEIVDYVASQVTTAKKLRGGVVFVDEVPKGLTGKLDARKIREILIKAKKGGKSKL
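Purified P. pyralis luciferase (10nM final) with 10uM D-luciferin and 10uM ATP (Km levels) in 50mM Tris acetate pH 7.5, 10mM Mg acetate, 0.01% Tween-20, 0.05% BSA; qHTS 6-point titration, ~60 µM downward; luminescence read.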
NPC1 promoter act: activators of NPC1 promoter. 320,000 tested, 2.4% active. Huh7 NPC1 promoter luciferase reporter, 24 h. AID 485313. Potency, µM (highest dose often 9.22 µM), for inactives: at the highest dose activation, actives largely listed as activators;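 also: potency is read from the fitted curve at half-maximal effect; % of control where 0% means no effect; nearly all actives have a fitted effect of over 60% in size; reporter is driven by a mutant NPC1 promoter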
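Stable NPC1-promoter luciferase Huh7 line; cpd (DMSO) 24 h, 37 °C, 5% CO2; Amplite luciferase reagent 10 min RT; luminescence readout. qHTS format.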
ELG1 genotox: genotoxicity induction in ELG1-luciferase HEK293T cells | HEK293T ELG1-luciferase reporter, luminescence, 16 h | Potency, µM (titrated, usually from 46 µM), for the others: top-dose activity change, positive = activation, actives largely listed as activators | 330,000 tested, 1.3% active | AID 504466; also: potency is read from the fitted curve at half-maximal effect; % of control where 0% means no effect; nearly all actives have a fitted effect of over 60% in size
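Luminescence read-out: rising ELG1-luciferase signal, reflecting elevated ELG1 protein under genetic stress, flags genotoxic compounds. Cells were treated for 16 hr at 37 °C before ONE-Glo detection.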
ELG1 repair inh: blocks ELG1-dependent DNA repair in HEK293T cells; 330,000 tested, 2.3% active; Potency, µM (doses to about 46.1 µM), for the others: at the highest dose activity change, negative = inhibition, most hits filed as inhibitors; HEK293T ELG1-luciferase reporter, luminescence, 16 h; DNA damage induced by 5-fluorouridine; also: potency is read from the fitted curve at half-maximal effect; % is scaled to controls: 0 for no effect and ±100 for the full control effect; nearly all actives have a fitted effect of over 55% in size
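Cells (2,000 per well) received 5-fluorouridine plus test compound or DMSO and were incubated 16 hr at 37 °C, 5% CO2. Luciferase activity was read by luminescence 30 min after ONE-Glo addition; signal suppression marked inhibition of damage-induced ELG1 function.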
* hit, by the source's call; u = inconclusive; x = not tested or not shown; & = joins results of further samples; ! = not confirmed by another sample; [ ] = another dose, or the depositor's remark. Unless noted, calls follow the shape of the dose curve; as a rule, active = well fitted curve in the direction sought with a large enough effect; inconclusive = small, poorly fitted or top-dose-only effect, or another doubt; inactive = no such curve, though single readings can be large; an effect the other way counts as inactive or inconclusive.

SMILES | RORg inh | ELG1 genotox | NPC1 promoter act | Gal4-VP16 FLuc | Tb PFK block | Rab9 promoter act | p53 reactivation | ELG1 repair inh | BRCA1 expr up | FLuc modulator | TRPV1 ag
O=C(Nc1cccc2nsnc12)c1cccs1 | u | u | u | 24%&-4% | -1%&2% | 3.2µM*! | u | u | 7.1µM*! | 13µM*! | 23&26
O=C(N1CCOCC1)N1c2ccccc2Sc2ccccc21 | 21% | -6% | -4% | 1% | 0% | 6% | 2% | 6% | -22% | -1% | 2
COc1cc2ccccc2cc1C(=O)Nc1ccc(N2CCN(C)CC2)cc1 | -14% | 14µM* | u | -2% | 17% | 3.5µM* | 20µM* | u | 20%[1.84 µM] | 4.8µM* | 1
COc1ccccc1N1C(=O)CC(Sc2ncccc2C(=O)O)C1=O (centres undefined) | 34% | -1% | -5% | 2% | 12% | 2% | 10% | 5% | -2% | 6% | -2
O=C(NN=C1c2ccccc2-c2ccccc21)c1cccc(Br)c1 | 1.8µM* | 12% | 0% | 3.2µM* | 0% | -3% | -2% | u | -58% | -4% | 6
CN1CCN(CC#CCC(O)(c2ccccc2)C2CCCC2)CC1 (centres undefined) | 3% | 0% | -4% | -9% | 3% | -2% | -2% | -1% | 0% | 2% | -2
CCCn1c(N)c(N(CCOC)C(=O)CSCC(=O)Nc2cccc(C)c2)c(=O)[nH]c1=O | x | 1% | 6% | x | -1% | -6% | 3% | 10% | 6% | 2% | 1
O=C(c1cc(Cl)ccc1F)N1CCCC(Nc2ccc3c(c2)OCCO3)C1 (centres undefined) | 5% | -1% | -2% | -5% | -15% | 18% | 3% | -2% | -15% | 0% | u
CN(CCC1CCOCC1)C(=O)CC1C(=O)NCCN1Cc1cccc(F)c1 (centres undefined) | 5% | 0% | 1% | -1% | 0% | 13% | 24% | -14% | -8% | -2% | 3
COc1ccccc1C(=O)NC(=O)COC(=O)c1oc2ccccc2c1C | x | 0% | 0% | x | 9% | -8% | 0% | 14% | 11% | 1% | 3
CCn1c(=O)c2cc(C(=O)Nc3ccccc3OC)sc2c2ccccc21 | -25% | -5% | -3% | 3% | -2% | -3% | -2% | -9% | -50% | -10% | 10
COc1cccc(C(=O)NC2(C(F)(F)F)N=C3SCCN3C2=O)c1 (centres undefined) | -16% | 0% | 1% | 3% | 1% | 0% | 11% | u | -2% | -2% | -1
CC(=O)N1CCN(c2ccccc2NC(=O)c2ccco2)CC1 | -6% | -1% | 0% | 1% | 2% | 1% | 8% | 6% | -6% | -2% | -5
CC(C)(C)OC(=O)C[C@@H]1C/C=C\C[C@@H](CC(=O)NCCO)C(=O)NC[C@@H](c2ccccc2)OC1=O | x | 2% | x | x | -14% | x | -3% | 14% | 2% | x | x
CCOc1ccc(Nc2nc(-c3cccnc3)cs2)cc1 | x | u | 2.2µM* | x | -2% | 2.2µM* | x | u | 29% | u | 1
O=C1CCC(C(=O)N2CCSCC2)CN1CCc1ccccc1 (centres undefined) | 1% | -8% | 2% | 6% | 1% | 7% | -1% | u | 4% | 1% | 12
COc1ccc(N2CCN(CCCNS(=O)(=O)c3ccc4c(c3)oc(=O)n4C)CC2)cc1 | -4% | -4% | -1% | 1% | -3% | -2% | 7% | -14% | -1% | 0% | x
Cc1ccccc1CN1CCNC(=O)C1CC(=O)NCCN1CCCCC1=O (centres undefined) | -9% | 6% | -5% | 3% | 3% | 16% | -7% | u | -19% | -1% | -1
Nc1ccc2c(c1)C(=O)c1ccccc1C2=O | u | u | u | -21% | 3% | 4µM* | u | u | u | 13µM* | 0
Cc1ccc2c(c1)N(CC(=O)NCC1CCCO1)C(=O)C(C(C)C)O2 (centres undefined) | -7% | -2% | 2% | -8% | 0% | 7% | 2% | -1% | 33% | 5% | 19
COc1cc(CC(C#N)(CO)c2nc3ccccc3[nH]2)ccc1OC(F)F (centres undefined) | u | -6% | -2% | 0% | 1% | 3% | 4% | u | -46% | -1% | 29
COc1ccc(OC)c(C(c2nnnn2Cc2ccccc2)N2CCC(C(N)=O)CC2)c1 (centres undefined) | u | 2% | -13% | 3% | 1% | -3% | -10% | -6% | -13% | 0% | -1
Cc1ccc(NCC(=O)N2CCN(S(=O)(=O)c3ccccc3)CC2)cc1F | x | 1% | 0% | x | -12% | -6% | -7% | 9% | -35% | -1% | 20
O=C(Cn1cnc2c(NCc3ccccc3)ncnc21)NCCCc1ccccc1 | x | -1% | x | x | 1% | x | -3% | -1% | 0% | x | x
S=c1nc(-c2ccco2)[nH][nH]1 | u | 8% | 0% | -2% | -3% | 6% | 2% | 5% | -11% | 6% | 0
COc1cc(/C=C/C(=O)N(C)c2ccccc2C(=O)O)cc(OC)c1OC | 21% | 11% | 15% | -6% | 5% | 0% | 5% | 18% | 88% | u | 2
COc1cc2c(C(=O)N3CCN(c4cccc(Cl)c4)CC3)cn(C)c(=O)c2cc1OC | u | 2% | -7% | 6% | 0% | -3% | -2% | u | -63% | 3%&16% | 7
O=C(N/N=C/c1ccncc1)c1cc(-c2ccc(Br)s2)[nH]n1 | 15% | 1% | 11% | u | 2% | -2% | 1% | 4% | -8% | 15µM* | u
O=C(O)CCCC(=O)Nc1ccn(-c2ccccc2)n1 | -6% | 4% | 0% | -4% | -3% | 2% | 2% | -1% | -14% | -14% | -2
O=C(COc1ccc2ccccc2c1)N/N=C/C1CC=CCC1 (centres undefined) | -22% | 0% | -3% | 1% | 4% | 0% | 0% | -1% | -1% | u | 27
CC(C)c1c(C(=O)N/N=C/c2cccs2)nnn1-c1nonc1N | u | 0% | 8% | -88% | 0% | 3% | 9% | 2% | 23% | 17µM* | u
NC(=O)C1CCCN(C(=S)NCc2ccc3c(c2)OCO3)C1 (centres undefined) | 2% | 15% | -5% | -3% | -27% | 4% | 3% | -11% | 5% | 4% | -7
C/C(=N\NC(=O)Cc1ccccc1)c1cccs1 | -2% | 0% | 1% | -1% | 0% | -2% | -3% | u | 10% | 0% | 16
CCOC(=O)c1ccc(N2CCN(c3ccccc3F)CC2)c(NC(=O)Nc2cccc(OC)c2)c1 | 32% | -11% | -4% | -5% | 2% | -14% | -1% | 16µM* | -58% | -2% | 0
Cc1ccccc1-c1nc2c(s1)CCc1onc(-c3ccc(Cl)cc3)c1-2 | x | 2% | 2% | x | -7% | -8% | 8% | 1% | -16% | -1% | -1
CN(C)S(=O)(=O)c1ccc(N2CCCC2)c(C(=O)NC2CCCCC2)c1 | x | 0% | -5% | x | 0% | -5% | -1% | 3% | 3% | 5% | 8
O=C(Nc1ccc(Oc2ccc(NC(=O)Nc3ccccc3Cl)cc2)cc1)Nc1ccccc1Cl | 2.5µM* | 2% | -4% | u | -3% | -11% | 2% | -18% | -9% | -18% | 16
Cc1nnc(NC(=O)c2ccco2)s1 | 18% | 7% | -1% | u | 0% | 2% | 11% | u | 14% | 0% | -2
Cc1cccc(C)c1NC(=O)CN(C)C(=O)C(c1ccccc1)c1ccccc1 | 15% | 1% | -3% | -6% | -9% | -9% | 7% | 4% | 5% | 1% | -1
COC(=O)C(C)N(C#N)c1nc(C)cc(C)n1 (centres undefined) | -2% | -2% | 0% | -3% | -5% | -8% | -2% | -6% | -10% | 2% | -1
NC(=O)c1ccsc1NC(=O)COC(=O)c1ccccn1 | x | 4% | 1% | x | -3% | -5% | 3% | 10% | 26% | -11% | -1
CC(=O)NC(CCS(C)(=O)=O)C(=O)Nc1ccc(Oc2ccccc2)cc1 (centres undefined) | 24% | 4% | 0% | 2% | 0% | -1% | -5% | 5% | -10% | -5% | 1
CC1(C)O[C@@H]2[C@@H](CO[C@@]3(COS(N)(=O)=O)OC(C)(C)O[C@@H]23)O1 | 5% | x | -1% | -8% | 5% | 0% | x | x | x | -1% | -4
O=C(CN1C(=O)CSC1=O)Nc1ccc(C(=O)O)cc1 | -10% | -10% | 3% | 3% | 2% | 11% | 5% | 4% | 4% | 1% | 0
COc1ccc(Cl)cc1NC(=O)c1cc(-c2ccccc2)on1 | -8% | 9% | u | -2% | 1% | 24% | x | 5% | -27% | 6% | -4
COc1cc2c(cc1OC)CN(C(=O)C(C)(C)C)CC2 | -19% | 4% | 0% | 3% | -3% | -4% | 0% | 8% | 6% | 0% | 3
Cc1cccc(NC(=O)CCC(=O)N/N=C/c2ccc(O)cc2O)c1 | -42% | 8% | -8% | 0% | -4% | -4% | 16% | -20% | -52% | -3% | 0
Cc1cc(C)c(C#N)c(SCc2nc3ccccc3[nH]2)n1 | u | 23µM* | 17% | -29% | 5% | u | 27% | u | 39% | u | 1
